DENV2 CPE rescue = inhibitors of DENV2 cytopathic effect, primary screen, cell-based, plate reader, single concentration. CPE inhibition, % at 9.99 µM. hit rate 1.7% among 350,000. AID 651640, 2012. DENV2-infected cells, cytopathic effect rescue; in the data active means CPE inhibition above about 20%, passing the limit was not always enough; inconclusive means no clear call, values can overlap the other calls; tested in BHK-21 cells;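 further: 0% = median of neutral control wells and 100% = median of positive control wells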
LGR2 antag = inhibitors of bursicon-induced LGR2 CRE-luciferase signal, primary screen, cell-based, HEK293, CRE-luciferase reporter, bursicon stimulation; bursicon-stimulated, 4 h; inhibition, % at 9.99 µM; hit rate 0.35% among 380,000;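 active means drop in luminescence signal, shown as inhibition above about 50% in the replicate tests, limit read from the data, passing the limit was not always enough; inconclusive means probably only some replicates passing the limit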;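 further: agonist challenge used bursicon conditioned medium at about half maximal strength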
CASP6 VEID inh = human caspase-6 inhibitors, primary screen, biochemical, VEID-R110 fluorescence, single point, set 2; AID 686996, 2013; purified caspase-6, Z-VEID-R110 cleavage fluorescence; inhibition, % at 12.5 µM; hit rate 0.53% among 350,000; P55212;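 active means mean inhibition across replicates at least about 35%, with every replicate also reaching that limit, limit read from the data; inconclusive means only one of the two criteria met; inactive means neither criterion met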;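 further: 0% = median of neutral control wells and 100% = no fluorescence left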
Target sequence (P55212 24-179 limits assumed): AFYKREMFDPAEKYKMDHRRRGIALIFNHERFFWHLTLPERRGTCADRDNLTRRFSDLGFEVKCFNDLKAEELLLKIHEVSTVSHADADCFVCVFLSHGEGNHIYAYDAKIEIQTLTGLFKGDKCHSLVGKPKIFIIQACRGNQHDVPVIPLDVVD
Target sequence (P55212 194-293 limits assumed): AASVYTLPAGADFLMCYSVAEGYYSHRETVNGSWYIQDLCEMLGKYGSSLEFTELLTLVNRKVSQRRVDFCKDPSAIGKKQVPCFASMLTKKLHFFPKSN
PAX8 inh HTS = inhibitors of PAX8-driven TPO luciferase reporter, primary screen, RMG-I cells, single concentration; inhibition, % at 12.6 µM; hit rate 1.2% among 360,000; SteadyGlo, 24 h;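 active means mean replicate inhibition at least 60% with every replicate also reaching 60%; inconclusive means only one of the two criteria is met; inactive means mean below 60% and not all replicates reaching 60%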;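 further: luciferase light reporting Pax8 driven TPO promoter activity; plate controls were median of neutral control wells for no effect and mitoxantrone controls for full effect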
ARNT TACC3 PPI = disruptors of ARNT/TACC3 protein interaction, primary screen, biochemical, AlphaScreen, single concentration | Transforming acidic coiled-coil-containing protein 3 (Homo sapiens), Q9Y6A5 | AlphaScreen His-ARNT PAS-B/GST-TACC3 binding, luminescence; TACC3 fragment carries E629A point mutation | inhibition, % at 9.99 µM | hit rate 0.66% among 390,000;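 active means mean inhibition of replicates at least 50% and at least half of replicates each reaching 50%; inconclusive means half or more replicates reach 50% but mean below 50%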;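 further: 0% = complete ARNT plus TACC3 wells and 100% = ARNT alone without TACC3; many hits fall short of the cut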
EWS-Fli inh = EWS/Fli-driven NR0B1 reporter inhibitors, primary screen, A673 cells, NR0B1 luciferase, luminescence, MLPCN library | viability-normalised | inhibition, % at 12.6 µM | hit rate 0.67% among 350,000 | AID 651661, 2012;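 active means mean inhibition of at least 50% after viability correction, with every replicate also passing that limit; inconclusive means mean reaches 50% but only one of two replicates passes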;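 further: firefly luciferase signal divided by Alamar Blue viability fluorescence both relative to DMSO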
SIRT5 block = SIRT5 desuccinylase inhibitors, primary screen, biochemical, fluorescence imaging, single point, set 5 | NAD-dependent protein deacylase sirtuin-5, mitochondrial (Homo sapiens), Q9NXA8 | Purified SirT5, succinyl-peptide AMC, trypsin-coupled fluorescence | inhibition, % at 15 µM | hit rate 1.1% among 330,000; in the data active means inhibition above about 15%; inconclusive means no clear call, values can overlap the other calls
Target sequence (Q9NXA8 whole entry, looked up): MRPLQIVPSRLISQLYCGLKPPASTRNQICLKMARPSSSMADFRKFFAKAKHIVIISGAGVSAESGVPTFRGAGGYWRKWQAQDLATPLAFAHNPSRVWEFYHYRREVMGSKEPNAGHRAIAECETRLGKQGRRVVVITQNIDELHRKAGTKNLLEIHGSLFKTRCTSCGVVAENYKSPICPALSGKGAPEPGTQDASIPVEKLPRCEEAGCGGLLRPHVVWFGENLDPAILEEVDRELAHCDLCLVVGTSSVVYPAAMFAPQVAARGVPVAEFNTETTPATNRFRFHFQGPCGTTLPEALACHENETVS
Starred values were filed as active, the others as inactive; ? = inconclusive; / = not tested or not shown. Random draw from the library. Share with any hit: about 4.9%.

SMILES | DENV2 CPE rescue | LGR2 antag | CASP6 VEID inh | PAX8 inh HTS | ARNT TACC3 PPI | EWS-Fli inh | SIRT5 block
COc1ccc2c3c([nH]c2c1)[C@H](CO)N(C(=O)Nc1ccc(F)cc1)CC31CCN(S(=O)(=O)c2cccc(C)c2)CC1 | 8 | 24 | -4 | / | / | 26 | -1
O=C(Nc1ccc(Cl)cc1)c1csc(COCCO)n1 | ? | -44 | 0 | -63 | / | -35 | -1
CN(CCOc1ccc(Cl)cc1)Cc1cccc(S(=O)(=O)N(C)C)c1 | 3 | 7 | 1 | 7 | 6 | 47 | -5
COc1ccccc1/C=C1/C(=O)N(c2ccc([N+](=O)[O-])cc2)N=C1C | 2 | -6 | 9 | 0 | 1 | 8 | -3
C[C@H](CO)N1C[C@H](C)[C@@H](CN(C)C(=O)CN(C)C)Oc2cc(Br)ccc2S1(=O)=O | 33* | 3 | -1 | / | 15 | -11 | -2
O=C(NCC[C@@H]1CC[C@@H](NS(=O)(=O)c2ccc(Cl)cc2)[C@@H](CO)O1)c1ccc2c(c1)OCO2 | 10 | -1 | -1 | / | 4 | / | 1
CCC(=O)Nc1ccc2c(c1)OC[C@@H](C)N(C(=O)C1CCC1)C[C@@H](C)[C@@H](OC)CN(C)C2=O | ? | -10 | -1 | 2 | 2 | -5 | -2
C[C@@H]1CN([C@H](C)CO)C(=O)c2cccc(NC(=O)CCCCCC(=O)Nc3ccccc3N)c2O[C@H]1CN(C)Cc1ccc(C(F)(F)F)cc1 | 2 | -4 | 1 | ? | / | / | -1
CCOC(=O)C1=C(CC)Nc2ccccc2N/C1=N\S(=O)(=O)c1ccccc1F | -2 | 2 | 0 | 4 | 3 | -1 | -4
O=C(NCCC(=O)N(Cc1ccco1)Cc1cccs1)c1ccccc1Cl | -1 | -1 | 2 | 20 | -6 | -6 | -4
COc1ccc(-c2cn[nH]c2-c2ccc(O)cc2O)cc1 | 2 | 16 | 6 | -38 | 7 | 7 | 4
CS(=O)(=O)N1CCC(C(=O)Nc2ccc(F)cc2)CC1 | 1 | 7 | 2 | 5 | -7 | 1 | -1
C[C@@H]1CN([C@@H](C)CO)C(=O)c2cc(C#Cc3ccccc3F)cnc2O[C@H]1CN(C)S(C)(=O)=O | -3 | -3 | 2 | -6 | -2 | -11 | -3
C[C@H]1CCCCO[C@@H](CN(C)C(=O)c2ccccc2)[C@@H](C)CN([C@@H](C)CO)C(=O)c2cc(NC(=O)c3ccncc3)ccc2O1 | -3 | 2 | -4 | -2 | -2 | -1 | 4
COc1cccc(C#Cc2ccc3c(c2)O[C@@H](CN(C)C)[C@@H](C)CN([C@H](C)CO)S3(=O)=O)c1 | ? | -2 | 1 | 0 | 4 | 7 | -3
CC(C)C[C@H](N)c1nnc(S(=O)(=O)Cc2cccc(F)c2)o1 | 1 | -3 | -3 | / | 11 | 6 | -2
COc1ccc(NC(=O)CCCOc2ccc(C)cc2)cc1S(=O)(=O)N1CCCCC1 | -8 | 3 | -4 | 2 | / | 7 | -2
CCC(=O)N1CCC1(C)C(=O)Nc1ccc(C)c(C)c1 (configuration not stated) | 0 | 2 | -1 | -2 | / | -6 | /
C[C@H]1CN([C@@H](C)CO)C(=O)c2c(c3ccccc3n2C)-c2ccccc2CO[C@@H]1CN(C)C(=O)c1cc(Cl)cc(Cl)c1 | -2 | 26 | -4 | 30 | / | -3 | 1
CCOc1ccc(C(=O)CC(NCc2cccs2)C(=O)O)cc1 (configuration not stated) | -3 | 14 | / | 8 | -5 | 2 | -4
O=C(C1CCCN(c2ncnc3c2nc2n3CCCCC2)C1)N1CCN(c2ccccc2F)CC1 (configuration not stated) | 0 | 6 | 0 | 14 | 19 | / | 6
NC(=O)c1ccc(NC(=O)COC(=O)c2c3c(nc4ccccc24)/C(=C\c2cccs2)CCC3)cc1 | 6 | 6 | -2 | -2 | 0 | 1 | -2
COc1ccc(C2/C(=C(/O)c3ccc(C)cc3)C(=O)C(=O)N2CC2CCCO2)cc1OC (configuration not stated) | -1 | 11 | -2 | 8 | 14 | 3 | -4
COC(=O)C1CCN(C2CN(Cc3ccccc3)S(=O)(=O)C2)CC1 (configuration not stated) | -10 | 3 | -6 | 7 | / | -19 | 0
CCc1ccccc1NC(=O)CN1CCN(C(=O)CNC(=O)c2ccccc2F)CC1 | -1 | 5 | 1 | -2 | -2 | 1 | -4
(list continues)
SMILES | DENV2 CPE rescue | LGR2 antag | CASP6 VEID inh | PAX8 inh HTS | ARNT TACC3 PPI | EWS-Fli inh | SIRT5 block
NC(=O)NS(=O)(=O)Oc1ccccc1 | 19 | -5 | / | -32 | -5 | -3 | /
CC1(C)OC(=O)C2=C(C[C@@H](C3CC3)O[C@H]2CCc2cccc(Cl)c2)O1 | 11 | -4 | 3 | -14 | / | 11 | -1
COc1ccccc1CNC(=O)C1CCN(S(=O)(=O)c2cccc3nonc23)CC1 | 9 | -3 | -2 | 3 | 6 | -6 | -2
c1ccc(-c2nnc3nc(N4CCCCC4)nc(N4CCCCC4)n23)cc1 | 6 | -3 | 0 | 3 | -4 | 29 | /
Cc1cc2cc3c(C)cc(=O)oc3c(C)c2o1 | 2 | -17 | 3 | -3 | 0 | -17 | -3
CC(C)NC(=O)N(C)C[C@@H]1Oc2ccc(NC(=O)Nc3ccc(C(F)(F)F)cc3)cc2C(=O)N([C@H](C)CO)C[C@H]1C | / | -13 | 1 | 2 | -4 | -15 | 1
CC(C)CCC(=O)N1CCC(N2CCC(C(=O)NCc3ccccn3)CC2)CC1 | -1 | 1 | -4 | 6 | -4 | / | 0
Cc1ccc(Sc2cc(C)nc(-c3ccccn3)n2)cc1 | -5 | -60 | -1 | -13 | 10 | -8 | -1
C[C@H](CO)N1C[C@H](C)[C@H](CN(C)S(=O)(=O)c2ccccc2)OCCCC[C@H](C)Oc2ccc(NC(=O)C3CCCCC3)cc2C1=O | ? | 23 | 7 | -1 | -5 | 9 | 3
COc1cccc(C(=O)Nc2cc([N+](=O)[O-])ccc2N2CCN(C)CC2)c1 | 5 | -14 | -1 | / | -12 | 7 | 11
Cc1nc(Cc2nnc(SCC(=O)N3CC(=O)Nc4ccccc43)o2)cs1 | -2 | -10 | 5 | 3 | / | 2 | -1
COc1cccc(/C=N/n2c(COc3ccccc3)n[nH]c2=S)c1 | 0 | 10 | -2 | 5 | 18 | -3 | -1
C=CCn1c(SCC(=O)NC2CCCc3ccccc32)nnc1-c1ccncc1 (configuration not stated) | / | -3 | / | -2 | 0 | / | /
C[C@H](O)C#Cc1ccc2c(c1)O[C@H](CN(C)Cc1ccccn1)[C@H](C)CN([C@@H](C)CO)S2(=O)=O | 14 | -5 | -1 | / | -2 | 1 | 2
COc1cccc(/C=C/c2n[nH]c(=O)c(C#N)c2C)c1 | -4 | -13 | 0 | 16 | 1 | -4 | -6
COc1cc(OC)c(-c2noc(C(=O)OC(C)(C)C)c2C(=O)OC(C)(C)C)c(OC)c1 | / | 8 | / | 7 | -6 | / | /
COc1cc(/C=C/C(=O)C2C(=O)C=C(C)OC2=O)cc(OC)c1O (configuration not stated) | / | -9 | / | 4 | -3 | / | /
CC(/C=N/NC(=O)C(O)c1ccccc1)=C\c1ccccc1 (configuration not stated) | / | -26 | 3 | / | / | / | -3
C[C@H]1CN([C@@H](C)CO)C(=O)Cc2cc(NC(=O)Nc3ccc4c(c3)OCO4)ccc2O[C@H]1CN(C)C(=O)Nc1ccc(F)cc1 | -6 | 9 | / | -17 | 4 | -36 | /
CC(=O)Nc1ccc(N)cc1 | -2 | 0 | 10 | / | / | 1 | /
O=C(C[C@@H]1CC[C@@H]2[C@H](COC[C@H](O)CN2Cc2ccc(Oc3ccccc3)cc2)O1)N1CCOCC1 | -8 | 0 | -3 | 34 | -19 | 22 | -3
CCOc1ccc(C2CC(c3ccc(OC)cc3)n3ncnc3N2)cc1 (configuration not stated) | 8 | 7 | 1 | -37 | 5 | -31 | /
COc1cc(NC(=O)C2CCN(c3cnccn3)CC2)cc(OC)c1 | -4 | 19 | 0 | 6 | 1 | -5 | 12
CCOc1cc(/C=C2\C(=O)N(c3cccc(C(F)(F)F)c3)C(=O)c3ccccc32)ccc1O | / | 3 | / | -4 | 2 | / | /
COc1ccc(NC(=O)Cc2nnc(SCC(=O)Nc3nccs3)n2C)cc1 | -5 | -3 | -1 | -4 | -2 | -15 | -4

Random excerpt: four compounds from above.
SMILES | DENV2 CPE rescue | LGR2 antag | CASP6 VEID inh | PAX8 inh HTS | ARNT TACC3 PPI | EWS-Fli inh | SIRT5 block
CC(/C=N/NC(=O)C(O)c1ccccc1)=C\c1ccccc1 (configuration not stated) | / | -26 | 3 | / | / | / | -3
COc1cccc(/C=N/n2c(COc3ccccc3)n[nH]c2=S)c1 | 0 | 10 | -2 | 5 | 18 | -3 | -1
CCOc1ccc(C2CC(c3ccc(OC)cc3)n3ncnc3N2)cc1 (configuration not stated) | 8 | 7 | 1 | -37 | 5 | -31 | /
CC(=O)Nc1ccc(N)cc1 | -2 | 0 | 10 | / | / | 1 | /

Next entries follow:
SMILES | DENV2 CPE rescue | LGR2 antag | CASP6 VEID inh | PAX8 inh HTS | ARNT TACC3 PPI | EWS-Fli inh | SIRT5 block
N#Cc1cccnc1N1CCN(C(C(=O)NC2CCCC2)c2ccc(F)cc2)CC1 (configuration not stated) | -9 | -5 | 0 | 2 | / | -3 | -3
Cc1ccc(S(=O)(=O)NCCC(=O)OCC(=O)N(Cc2ccccc2)C(C)(C)C)cc1 | 12 | -4 | 9 | 4 | -2 | -3 | -4
CCC(=O)N1CCC2(CC1)CN(Cc1cc(F)ccc1F)[C@H](CO)c1c2c2ccc(OC)cc2n1C | -5 | -17 | 4 | / | / | 15 | 3
Clc1ccc(-n2cc(-c3ccc(Br)cc3)[n+]3c2CCCCC3)cc1 | -1 | -10 | -1 | -12 | -10 | 8 | -3
CCCC(=O)Nc1ccc2c(c1)OC[C@@H](C)N(Cc1ccccn1)C[C@H](C)[C@@H](OC)CN(C)C2=O | 64* | 19 | -3 | -45 | 5 | 8 | -1
CC(C)NC(=O)N1CC2(C1)[C@H](c1ccccc1)[C@@H](CO)N2CCC(F)(F)F | -8 | 3 | -1 | -16 | / | -8 | -5
CC(Oc1ccc2ccc(=O)oc2c1)C(=O)NCCN1CCOCC1 (configuration not stated) | 5 | 15 | 0 | -20 | / | / | 0
O=C(C[C@H]1C=C[C@@H](NC(=O)NC2CCCCC2)[C@H](CO)O1)NCc1ccccc1 | ? | 6 | -4 | 5 | -11 | 1 | 0
CC(C)(O)C(=O)NNC(=S)NCc1ccco1 | -9 | -14 | 3 | -3 | -8 | -15 | 0
CC1CN(Cc2c(O)ccc3c(=O)c(-c4ccccc4)coc23)CC(C)O1 (configuration not stated) | -3 | 1 | 12 | 5 | 38 | -1 | -20
CCCNC(=O)N1CC2(CN(C(=O)C3CC3)C2)c2c([nH]c3cc(OC)ccc23)[C@@H]1CO | 5 | -6 | 0 | 11 | / | -13 | -2
S=C(NCC1CCCO1)Nc1cccc(Cl)c1 (configuration not stated) | 9 | 33 | / | -11 | 7 | -1 | 2
CNc1ncnc2c1ncn2[C@H]1CN(Cc2ccc(F)cc2)C[C@@H](CO)O1 | ? | -12 | 2 | -13 | / | -5 | /
COc1ccc(NS(=O)(=O)c2ccc(Oc3cccc(C(=O)O)c3)cc2)cc1 | -6 | -8 | 4 | -3 | 6 | 0 | 0
O=C(COC(=O)c1cccnc1SC(F)F)NC1CC1 | -12 | 1 | 1 | -5 | 5 | -2 | -1
COc1cccc(NC(=O)Nc2ccccc2SC)c1 | 2 | -29 | 3 | -75 | 0 | -46 | -4
